CHRM4 antagonist – blocks acetylcholine activation of human M4 receptor; inhibition, % at 3 µM; P08173; 360,000 tested, 0.73% active; CHO-hM4 cells, ACh EC80, Fluo-8 calcium fluorescence;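 active = inhibition above its plate's cutoff, the mean inhibition of sample wells plus 3 SD, cut at about 27% in these data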;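 note: 0% = acetylcholine EC80 with DMSO and 100% = DMSO without agonist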
M5 antag – CHRM5 antagonism in calcium assay | CHO-hM5 cells, Fluo-8 calcium fluorescence, ACh EC80 | 360,000 tested, 0.59% active | P08912 | inhibition, % at 3 µM | AID 624040;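 active = inhibition above a per-plate cutoff, the mean of that plate's test compounds plus 3 SD, cut at about 27% in these data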;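 note: 0% = acetylcholine EC80 with DMSO and 100% = DMSO without agonist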
Target sequence (P08912 whole entry, looked up): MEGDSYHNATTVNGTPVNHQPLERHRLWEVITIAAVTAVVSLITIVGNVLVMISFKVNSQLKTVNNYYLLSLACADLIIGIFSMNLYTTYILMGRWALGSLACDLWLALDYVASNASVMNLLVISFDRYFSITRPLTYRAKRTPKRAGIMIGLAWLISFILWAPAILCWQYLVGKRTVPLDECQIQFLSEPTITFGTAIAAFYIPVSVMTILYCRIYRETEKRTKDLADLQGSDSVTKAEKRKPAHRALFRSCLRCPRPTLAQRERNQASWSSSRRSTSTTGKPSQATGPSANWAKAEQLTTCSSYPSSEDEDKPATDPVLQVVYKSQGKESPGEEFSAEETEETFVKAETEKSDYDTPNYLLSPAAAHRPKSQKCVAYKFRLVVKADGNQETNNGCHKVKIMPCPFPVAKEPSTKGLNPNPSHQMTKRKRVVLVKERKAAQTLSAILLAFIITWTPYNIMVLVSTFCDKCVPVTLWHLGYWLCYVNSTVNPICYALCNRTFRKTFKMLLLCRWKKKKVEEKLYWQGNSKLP
CRFR2-BP ag – agonists of human CRF-binding protein/CRF-R2 receptor complex | HEK293 CRF-R2/CRF-BP, calcium dye fluorescence (FLIPR); percent of saturating CRF peptide response | 350,000 tested, 0.46% active | AID 588473 | activation, % at 13.2 µM;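 active = activation of at least 50%, plus an integration ratio under a set limit after plate pattern correction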;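 note: plate controls were neutral control wells without compound for no effect and CRF at EC100 for full effect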
M5 PAM – positive allosteric modulators of human muscarinic M5 receptor | P08912 | CHO-K1 hM5, Fluo-8 calcium, ACh EC20 PAM; 0% = ACh EC20, 100% = ACh EC100 | activation, % at 3 µM | 360,000 tested, 0.3% active;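 active = activation above the run cutoff, the mean activation of all test compounds plus 3 SD, cut at about 18% in these data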
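System – CHO-K1 hM5 cells · Compound – 3 µM, single dose · Incubation – compound preincubation 140 s before EC20 acetylcholine addition · Technique – Fluo-8 calcium fluorescence · Measure – Max/basal fluorescence ratio as % of EC20–EC100 ACh window · Benchmarks – low control EC20 acetylcholine (0%), high control EC100 acetylcholine (100%) · Replication – singlicate, one well per test compound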
CHRM4 PAM – positive allosteric modulators of human muscarinic M4 receptor; activation, % at 3 µM; 360,000 tested, 0.4% active; CHO-K1 hM4/Gqi5, Fluo-8 calcium fluorescence, ACh EC20; 0% = ACh EC20, 100% = maximal ACh; AID 624126; P08173;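 active = activation above its plate's cutoff, the mean activation of sample wells plus 3 SD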; note: some results filed as inactive read as strong as hits
M1 antag – human CHRM1 antagonism; P11229; CHO-K1 hM1, Fluo-8 calcium fluorescence, ACh EC80 antagonist; inhibition, % at 3 µM; 360,000 tested, 1.3% active; AID 588852;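 active = percent inhibition above its own plate's cutoff, namely the mean of that plate's compound wells plus 3 SD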;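 note: peak over basal fluorescence ratio during 140 s after agonist addition; 0% = ACh EC80 plus DMSO and 100% = DMSO alone without agonist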
Target sequence (P11229 whole entry, looked up): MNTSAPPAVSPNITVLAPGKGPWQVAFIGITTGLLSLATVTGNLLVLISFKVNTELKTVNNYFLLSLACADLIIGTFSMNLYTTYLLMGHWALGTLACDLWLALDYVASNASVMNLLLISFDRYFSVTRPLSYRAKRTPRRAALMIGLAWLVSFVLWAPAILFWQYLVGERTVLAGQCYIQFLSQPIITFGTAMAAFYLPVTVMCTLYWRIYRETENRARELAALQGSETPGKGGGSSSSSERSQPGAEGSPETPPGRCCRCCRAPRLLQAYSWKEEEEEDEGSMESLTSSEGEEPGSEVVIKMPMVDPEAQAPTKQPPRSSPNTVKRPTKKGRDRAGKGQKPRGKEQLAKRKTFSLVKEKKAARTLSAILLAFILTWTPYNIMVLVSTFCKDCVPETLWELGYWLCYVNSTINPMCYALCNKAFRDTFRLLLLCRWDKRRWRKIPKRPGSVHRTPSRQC
CHRM1 PAM – potentiates human M1 receptor response to acetylcholine; AID 588819; P11229; 360,000 tested, 0.088% active; CHO-K1 hM1, Fluo-8 calcium fluorescence, ACh EC20; 0% = ACh EC20, 100% = maximal ACh; activation, % at 3 µM; in the data active = activation above about 19%, passing the limit was not always enough
M5 ag – CHRM5 agonism in calcium assay. P08912. CHO-K1 hM5 cells, Fluo-8 calcium fluorescence; 0% DMSO wells, 100% maximal acetylcholine response. activation, % at 3 µM. 360,000 tested, 0.19% active;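 active = activation above the run's mean over test compounds plus 3 SD, cut at about 23% in these data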;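 note: signal is peak over basal fluorescence ratio across the kinetic read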
CHRM4 agonist – agonists of human muscarinic M4 receptor (CHRM4); CHO-K1 hM4/Gqi5, Fluo-8 calcium fluorescence; vehicle 0%, full acetylcholine response 100%; activation, % at 3 µM; 360,000 tested, 0.14% active; AID 624127;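 active = activation above the run mean over all test wells plus 3 SD, cut at about 32% in these data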;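 note: peak over basal fluorescence ratio per well then scaled between controls; 0% = DMSO wells and 100% = acetylcholine at EC100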
Starred values were filed as active, the others as inactive; nt = not tested or not shown.

SMILES	CHRM4 antagonist	M5 antag	CRFR2-BP ag	M5 PAM	CHRM4 PAM	M1 antag	CHRM1 PAM	M5 ag	CHRM4 agonist
Cn1c(CCn2ccccc2=O)nc2cc(NC(=O)COc3ccccc3)ccc21	0	12	-1.5	-5	-6	22	-10	-2	1
C=CCOc1c(CNc2ccc(C(=O)O)cc2)cccc1OC	-4	7	2.4	-4	2	-1	5	0	1
Cc1noc(C)c1CSc1nc2sc(C)c(C)c2c(=O)n1C1CCCC1	6	8	5.8	1	19	-11	11	0	-1
O=C(O)/C(=C\c1ccc(Br)cc1)NC(=O)c1cccs1	-20	5	-1.1	-4	15	-7	4	-2	1
CCOC(=O)N1CCN(c2cc(=O)n(-c3ccc(Br)cc3)c(=O)[nH]2)CC1	-14	-1	3.9	2	10	-7	9	7	0
Cc1cccc2nc(-c3ccco3)c(Nc3ccccc3)n12	-4	2	-1.1	-5	-11	18	-7	-2	6
Cc1c(Cl)cccc1NC(=O)c1ccc(OCC(=O)NCc2ccccc2)cc1	3	-5	-0.9	-4	-7	-6	-4	1	11
COc1ccc(CN=C2NC(=O)CC(C(=O)Nc3ccc([N+](=O)[O-])cc3C)S2)cc1 (stereo unspecified)	0	-7	-1.1	-3	-6	-13	11	-2	1
COCCNC(=O)C1Cc2cc(S(=O)(=O)N3CCCC3)ccc2N1C(C)=O (stereo unspecified)	-12	5	0.9	0	11	-5	5	-2	1
C/C(=N/NC(=O)C(O)(c1ccccc1)c1ccccc1)c1ccc([N+](=O)[O-])o1	-7	6	-2.6	-4	-2	3	3	-4	1
COC(=O)[C@@]12C[C@@H](CC(=O)N3CCSCC3)C(=O)N(Cc3ccc4c(c3)OCO4)C1=CCC(C)(C)C2	7	10	nt	-4	-4	nt	nt	1	13
O=C(OCc1ccc(Br)cc1)c1cccnc1	-5	4	-1.3	7	3	-10	17	3	0
CCOc1cc(C(=O)OCC(=O)Nc2c(C)cccc2C)ccc1OCC(=O)N1CCOCC1	-2	10	-0.5	-4	16	-8	-6	-3	2
Cc1cnc(NC(=O)c2cc3c(C)nn(Cc4ccccc4Cl)c3s2)s1	3	-5	-1.8	0	-3	-5	3	-3	2
COC(=O)c1ccc(NC(=S)NC2CCc3ccccc32)cc1 (stereo unspecified)	4	21	12	-19	-19	15	-9	3	16
COc1ccccc1CNC(=O)CC1C(=O)NCCN1C1Cc2ccccc2C1 (stereo unspecified)	-12	4	-0.6	2	1	1	2	-3	2
CCC(=O)c1ccc(OCC(O)CN2CCN(S(=O)(=O)c3ccc(NC(C)=O)cc3)CC2)cc1 (stereo unspecified)	-5	13	1.6	3	-4	-12	4	-3	2
O=C(COc1ccc(Cl)cc1)Nc1ccc2c(c1)C(=O)NC2=O	-4	1	-1.5	-9	-10	3	1	4	10
CC(C)=CC(=O)Nc1ccc(OCc2ccccc2)cc1	-1	-4	0.1	1	-2	-9	8	2	3
Cc1cc(OCC(=O)Nc2c(C(C)C)cccc2C(C)C)no1	10	7	-2.1	-7	-8	13	-15	-3	-1
COc1ccc(S(=O)(=O)N2CCOCC2)cc1C(=O)NC1CCCCC1	7	18	-2.3	-9	-3	-2	2	-3	0
CCc1ccc(NC(=S)N2CCC(NC(=O)c3ccccc3)CC2)cc1	5	-11	0.5	14	8	-17	11	-4	2
O=C(O)CSCC(=O)N1CCN(S(=O)(=O)c2cc(Cl)cc(Cl)c2)CC1	3	1	-5.4	0	-7	-10	8	5	0
O=C(/C=C/c1ccc(Cl)cc1Cl)N1CCc2ccccc21	-7	-1	0.7	1	4	-8	3	-2	0
COc1cc(CCN(C(=O)c2cc3ccccc3[nH]2)C(C)c2nc3ccccc3[nH]2)cc(OC)c1 (stereo unspecified)	12	18	nt	-17	-11	13	-7	-1	16

Entries above that have a thiophene ring, fused or not, in the order listed:
SMILES	CHRM4 antagonist	M5 antag	CRFR2-BP ag	M5 PAM	CHRM4 PAM	M1 antag	CHRM1 PAM	M5 ag	CHRM4 agonist
Cc1noc(C)c1CSc1nc2sc(C)c(C)c2c(=O)n1C1CCCC1	6	8	5.8	1	19	-11	11	0	-1
O=C(O)/C(=C\c1ccc(Br)cc1)NC(=O)c1cccs1	-20	5	-1.1	-4	15	-7	4	-2	1
Cc1cnc(NC(=O)c2cc3c(C)nn(Cc4ccccc4Cl)c3s2)s1	3	-5	-1.8	0	-3	-5	3	-3	2

(next part)
SMILES	CHRM4 antagonist	M5 antag	CRFR2-BP ag	M5 PAM	CHRM4 PAM	M1 antag	CHRM1 PAM	M5 ag	CHRM4 agonist
O=C(CN1C(=O)NC2(CCCCC2)C1=O)NCCCSc1ccccc1	3	4	1.6	2	8	-1	5	-3	1
COc1cc(C(C[N+](=O)[O-])c2c(-c3ccccc3)cc3ccccn23)cc(OC)c1OC (stereo unspecified)	1	-3	-0.7	3	1	-14	11	-3	0
N#CCCn1c(C(C#N)(CCC#N)CCC#N)nc2ccccc21	4	-10	1.1	-2	-9	7	-5	1	1
NS(=O)(=O)c1ccc(NS(=O)(=O)c2ccc(NC(=S)Nc3ccccc3)cc2)cc1	4	6	-2.2	-4	-1	1	6	-1	0
COc1ccc(C(=O)CC(=O)c2ccccc2O)cc1OC	-4	-9	0.5	3	14	0	-3	0	2
Cc1cc(C)cc(NC(=O)CSc2nnc(-c3ccccc3C)o2)c1	5	3	-1.9	3	1	-6	7	1	-1
COc1ccc(C(=O)N2CCC(C(=O)c3ccc(F)cc3)CC2)cc1	8	7	-3.5	-8	-4	-4	4	1	2
CN(C)C(CNS(=O)(=O)c1ccc(F)cc1)c1cccnc1 (stereo unspecified)	-29	-6	-2.7	1	4	-17	9	1	1
CC(=O)C(Sc1ccc2nnc(-c3ccc(C)cc3)n2n1)C(C)=O	1	-4	-1.2	0	2	-14	11	-1	2
O=C1C(=O)N(CCO)C(c2ccccc2[N+](=O)[O-])/C1=C(\O)c1ccccc1 (stereo unspecified)	0	1	-0.6	-4	-3	-20	19	-3	0
COc1ccccc1/C=C/c1nc(S(=O)(=O)c2ccccc2)c(N(C)C)o1	-1	11	-0.7	-6	3	2	2	-2	1
CN(Cc1cnn(C)c1)C(=O)C1CCC(=O)N(C2CCCCCC2)C1 (stereo unspecified)	-7	-6	-2.9	4	12	-6	4	-1	0
CS(=O)(=O)N1CCC(C(=O)NCc2ccco2)CC1	-7	-4	-0.6	-4	6	-7	7	3	0
CN(C)CCCNC(=O)C1CCNCC1	-5	1	0.8	4	6	-1	5	-8	0
NC(=O)c1ccc(NCCCN2CCOCC2)c([N+](=O)[O-])c1	-3	8	-3.5	-5	10	-9	11	-3	1
O=c1[nH]c2cc3c(cc2cc1CN(Cc1nnnn1CC1CCCO1)C1CCCC1)OCO3 (stereo unspecified)	2	16	37	2	16	-5	6	-3	0
C[C@H](CO)N1C[C@H](C)[C@@H](CN(C)S(=O)(=O)c2ccccc2)OCCCC[C@H](C)Oc2ccc(NC(=O)CCC(F)(F)F)cc2C1=O	-2	-1	-0.1	6	6	-10	8	0	-1
Cc1ccc(-c2ncns2)cc1	5	-1	-0.7	13	6	-2	5	4	0
Cn1c(=O)c2[nH]c(N3CCN(c4ccccc4)CC3)nc2n(C)c1=O	-1	0	0.2	10	8	-11	12	3	0
CCN1CCCC1CNC(=O)Cn1nc(C)n2c(cc3cc(F)ccc32)c1=O (stereo unspecified)	-2	-6	-0.9	2	-1	-16	12	-6	0
CC(=O)NCCNc1nc2cc(-c3ccccc3C)sc2c(=O)n1C	3	-7	nt	1	-1	-15	6	0	3
Cc1noc(NS(=O)(=O)c2ccc(NC(=O)CSc3n[nH]c(-c4ccccc4)n3)cc2)c1C	7	-4	-0.3	2	1	-12	4	-1	0
CCOC(=O)CC(N)c1ccc(OC)cc1 (stereo unspecified)	-4	-8	-0.3	-4	10	-2	-3	-5	1
O=C(C1CCN(S(=O)(=O)c2ccccc2)CC1)N1CCCCCC1	2	8	-0.7	3	5	-18	13	-5	1
COc1ccc(OC)c(-c2csc(NC(=O)c3ccc(F)cc3)n2)c1	-11	7	1.2	-1	-1	-4	-4	-9	2

3 compounds already listed, ordered by their value in M5 ag, ascending:
Molecule | CHRM4 antagonist | M5 antag | CRFR2-BP ag | M5 PAM | CHRM4 PAM | M1 antag | CHRM1 PAM | M5 ag | CHRM4 agonist
O=C(C1CCN(S(=O)(=O)c2ccccc2)CC1)N1CCCCCC1 | 2 | 8 | -0.7 | 3 | 5 | -18 | 13 | -5 | 1
Cc1cnc(NC(=O)c2cc3c(C)nn(Cc4ccccc4Cl)c3s2)s1 | 3 | -5 | -1.8 | 0 | -3 | -5 | 3 | -3 | 2
Cc1cccc2nc(-c3ccco3)c(Nc3ccccc3)n12 | -4 | 2 | -1.1 | -5 | -11 | 18 | -7 | -2 | 6

(listing goes on)
SMILES	CHRM4 antagonist	M5 antag	CRFR2-BP ag	M5 PAM	CHRM4 PAM	M1 antag	CHRM1 PAM	M5 ag	CHRM4 agonist
O=C(Nc1ccc(Br)cc1)c1ccc(-n2cnnn2)cc1	-1	4	0.6	-3	-11	-8	5	-2	2
CCN(CC)CCNC(=O)COc1ccc(Cl)cc1Cl	3	-3	0.0	4	-7	-6	2	-5	1
Brc1ccc2c(c1)CNc1c(ncnc1N1CCOCC1)O2	-6	1	1.0	-15	-5	9	-8	3	8
O=C(NC(Cc1c[nH]c2ccccc12)c1nnc2n1CCCCC2)c1cccs1 (stereo unspecified)	-1	4	-0.7	1	7	-7	9	3	1
CCOC(=O)C1CCCN(C(=O)CSc2nc(C)cc(C)n2)C1 (stereo unspecified)	2	22	3.9	-7	-2	8	-5	2	1
O=C(c1ccc(-n2cncn2)c2ccoc12)N1CCOCC1	-10	-1	nt	0	0	-8	6	-1	1
CC1CC(C)CN(C(=O)COC(=O)c2ccc3ncsc3c2)C1 (stereo unspecified)	-5	-5	-0.8	0	4	-2	15	8	6
Cc1cc(NC(=O)CCN2C(=O)C3C4CCC(C4)C3C2=O)c(C)cc1Br (stereo unspecified)	12	-3	-0.2	-3	-5	-4	9	1	1
C/C(=N\O)C(C)Oc1ccc(Cl)cc1 (stereo unspecified)	10	-5	-0.6	10	0	5	5	1	0
O=C(Nc1cc(S(=O)(=O)N2CCCCC2)ccc1O)c1ccccc1NS(=O)(=O)c1ccc(F)c(F)c1	10	6	111*	-6	-6	-8	2	0	0
Cc1ccc(S(=O)(=O)N2CCN(C(=O)C3CCCO3)CC2)cc1C (stereo unspecified)	-2	7	1.1	-4	3	-9	9	-3	1
CCOC(=O)N/N=C(C)/C=C/c1ccco1	-7	8	-0.5	0	-1	-6	6	0	0
Cc1cc(C)cc(OC(C)C(=O)NCCCn2ccnc2)c1 (stereo unspecified)	-2	12	-0.1	-5	13	-9	7	-7	1
CC(C)C[C@@H](CN(C)N=O)N(C[C@H](Cc1ccccc1)N(CCc1ccccc1)N=O)N=O	2	14	4.4	-15	-4	2	4	-5	6
c1ccc2c(NC3=NCCCCS3)cccc2c1	4	9	-0.2	-3	-5	2	-3	-13	0
CC(=O)N1CCc2cc(S(=O)(=O)NCCC(=O)N3CCN(c4ccccn4)CC3)ccc21	8	-2	0.5	1	8	-8	7	-6	0
Cc1nc2ccccc2nc1OCC(=O)NCC(F)(F)F	-6	-4	1.1	2	5	0	6	0	0
O=C1CC(SCc2nc3ccccc3[nH]2)C(=O)N1c1ccc(Cl)cc1 (stereo unspecified)	7	-2	-0.5	1	-7	-12	3	-1	4

Outcome played no part in choosing rows; overall some 2.8% were active at least once.
